Source: PubChem
KOR beta-arrestin-1: KOR agonists, beta-arrestin recruitment, primary screen, cell-based, luminescence, uHTS (AID 1777). Kappa-type opioid receptor (Homo sapiens). KOR beta-arrestin recruitment, luminescence; higher % means a stronger effect. activation, % at 10 µM, or EC50 in µM where a hit was titrated. hit rate 0.02% among 280,000; in the data active = activation above about 50%, passing the limit was not always enough; note: a part of the inactive calls stands beside numbers as strong as those of hits
Yfh1-off respiration: enhancers of respiration in Yfh1-depleted yeast, dose response, Friedreich's ataxia, plus single-dose screen (AID 1465); S. cerevisiae Yfh1-off respiration, WST-1 reduction, 72 h; higher fold induction means a stronger effect; fold induction at 50 µM, or EC50 in µM where a hit was titrated; hit rate 0.074% among 220,000;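 active = fold induction of absorbance versus untreated yeast above a set limit, then at least 30% activation at any dose in follow-up; inconclusive = repeats straddling the limit, or above it without dose testing; inactive = fold induction below the set limit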;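 note: activators that raise dye reduction in frataxin-depleted yeast; strong numbers were not always called active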
KOR beta-arrestin-2: KOR antagonists, beta-arrestin recruitment, cell-based, luminescence, uHTS (AID 1778) | one-dose inhibition, % at 10 µM; IC50 in µM for titrated hits | KOR beta-arrestin recruitment, luminescence, antagonist mode; higher % means a stronger effect | Kappa-type opioid receptor (Homo sapiens) | hit rate 0.091% among 290,000; note: strong numbers were not always called active
CSM14.1 death rescue: rescue of cells from ER stress-induced death, primary screen, 384-well, CSM14.1, thapsigargin, ATP luminescence (AID 1222). CSM14.1 thapsigargin-induced death rescue, ATP luminescence; higher % means a stronger effect. cellular ATP content (survival), % at 20 µM; hits with a dose series show EC50 in µM. 190,000 tested, under 10 active;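 active = EC50 below 50 µM in the dose-response confirmation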;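 note: death triggered by thapsigargin at about 15 µM added after 2 h compound pretreatment; cell ATP read after overnight thapsigargin exposure of roughly 18 to 22 hours; normalized against plate controls of thapsigargin alone and 5% DMSO vehicle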
GPR55 activation: GPR55 agonists via beta-arrestin recruitment, primary screen, imaging, U2OS cells, beta-arrestin-GFP redistribution (AID 1961) | G-protein coupled receptor 55 (Homo sapiens) | U2OS GPR55 beta-arrestin-GFP redistribution imaging; higher % means a stronger effect | one-dose activation, % at 10 µM; EC50 in µM for titrated hits | hit rate 0.048% among 290,000;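 active = activation above 40% with more than 50 cells counted in the well; inconclusive = wells holding fewer than 50 cells, flagged as toxic or sparse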;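 note: U2OS osteosarcoma cells stably expressing GPR55 and beta-arrestin-GFP; plate controls were DMSO negative control for no effect and LPI positive control for full effect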
NTR1 agonist: agonists of NTR1, primary screen, imaging, U2OS cells, beta-arrestin-GFP, high content (AID 493036); Neurotensin receptor type 1 (Homo sapiens), P30989; NTR1-U2OS beta-arrestin-GFP spot imaging, agonist mode; activation, % at 20 µM; hit rate 0.17% among 330,000;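 active = activation at or above 40% of the spot to cytoplasm intensity ratio, with at least 20 cells analyzed; inconclusive = wells under 20 cells, flagged as cytotoxic or low count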;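 note: 0% = DMSO without peptide and 100% = 100 nM NTR1 peptide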
Target sequence (P30989 whole entry, looked up): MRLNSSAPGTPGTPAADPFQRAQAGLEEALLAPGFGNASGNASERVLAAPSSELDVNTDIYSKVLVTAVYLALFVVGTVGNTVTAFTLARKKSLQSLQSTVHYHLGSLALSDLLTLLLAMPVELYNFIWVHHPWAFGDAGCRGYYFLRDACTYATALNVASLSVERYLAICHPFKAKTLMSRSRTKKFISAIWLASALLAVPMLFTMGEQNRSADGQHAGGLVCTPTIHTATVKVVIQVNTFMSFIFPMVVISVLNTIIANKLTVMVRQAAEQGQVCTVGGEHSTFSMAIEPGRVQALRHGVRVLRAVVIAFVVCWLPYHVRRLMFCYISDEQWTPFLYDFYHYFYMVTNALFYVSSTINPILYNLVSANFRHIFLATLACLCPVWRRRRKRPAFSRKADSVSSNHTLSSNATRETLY
TNAP activation fold: human TNAP enzyme activators, primary screen, biochemical, luminescent, no phosphate acceptor, uHTS (AID 1001). purified TNAP, luminescent activation assay, no phosphate acceptor; higher activation fold means a stronger effect. one-dose activation fold at 20 µM; EC50 in µM for titrated hits. Alkaline phosphatase, tissue-nonspecific isozyme (Homo sapiens). hit rate 0.03% among 200,000; in the data active = activation fold from about 3, or a potency from the dose series; inactive = the rest, 99 in 100 with activation fold below about 1.6; note: many of its hits are not listed in these tables
NOD1 NF-kB reporter: NOD1 signaling inhibitors, primary screen, cell-based, luminescence, uHTS (AID 1578). one-dose inhibition, % at 4 µM; EC50 in µM for titrated hits. hit rate 1% among 290,000. NOD1-driven NF-kB luciferase reporter cells, luminescence; higher % means a stronger effect; in the data active = inhibition mostly above about 36%, no sharp cut-off; inactive = mostly below about 34%;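 note: HEK-293T reporter cells stimulated with the NOD1 agonist gamma-tri-DAP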
NOD2 inhibition: NOD2 signaling inhibitors, cell-based, luminescence, uHTS, HEK293 (AID 1566); HEK293 NOD2/NF-kB luciferase reporter, luminescence; higher % means a stronger effect; one-dose inhibition, % at 4 µM; EC50 in µM for titrated hits; hit rate 0.63% among 290,000; note: many of its hits are not listed in these tables
NTR1 agonist cell count 20 µM: recorded beside NTR1 agonist, whose call it bears; cell count; measured here: cell count, cytotoxicity flag
The depositor's hits bear a star; i = inactive; ? = inconclusive; · = no result given; & = joins results of further samples; [ ] = another dose, or the depositor's remark. Cut-off read from the data, not from the text of the source, unless noted: active = inhibition above about 50%; inactive = the rest. This is a subset; the hit share may differ from the screen's.

No.	Structure	KOR beta-arrestin-1	Yfh1-off respiration	KOR beta-arrestin-2	CSM14.1 death rescue	GPR55 activation	NTR1 agonist	NTR1 agonist cell count 20 µM	TNAP activation fold	NOD1 NF-kB reporter	NOD2 inhibition
1	COc1cc(OC)c(OC)cc1CN1CCN(S(=O)(=O)c2ccc(NC(C)=O)cc2)CC1	-0.6%	i	-39.9%	-1.5%	-0.1%	0.2	85	1	-40.7%	5.5%
2	CC(C)c1ccccc1NC(=O)COC(=O)/C=C/c1cccc([N+](=O)[O-])c1	-3.4%	i	23.4%	-0.8%	-0.1%	-0.3	73	1	-10.1%	-4.6%
3	COc1ccc(N/C=C2/CCCCC2=O)cc1	3.5%	i	-53.2%	-3.0%	0.1%	8.3	100	1.1	6.2%	-31.0%
4	Cn1c(SCc2nc3ccccc3[nH]2)nnc1-c1ccccn1	-5.4%	i	-4.5%	-2.4%	-0.4%	-1.1	35	1.1	9.0%	8.8%
5	O=c1[nH]cnc2cc(Cl)ccc12	0.0%	·	-7.0%	0.1%	-0.1%	0.7	57	1.2	-18.3%	14.9%
6	CN(C)S(=O)(=O)Nc1ccc(NS(=O)(=O)N(C)C)c(S(=O)(=O)c2ccccc2)c1	-0.5%	i	-20.3%	-0.5%	-0.2%	1.2	83	1	-21.6%	-7.4%
7	Cn1nc(C(=O)NC2CCCCCC2)ccc1=O	3.9%	i	-3.9%	-3.9%	-0.1%	-0.3	65	1	-8.2%	14.1%
8	CCC1CCCCN1CCCNC(=O)C1CCN(c2nnc(-n3cccc3)s2)CC1 (configuration not stated)	-2.6%	·	-1.5%	·	0.2%	-0.4	61	·	-11.2%	24.1%
9	O=c1c(Cc2ccccc2O)c(O)nc2n1CCCS2	1.4%	i	0.9%	·	-0.1%	0.5	92	1	-3.1%	27.7%
10	Cc1cc(NC(=O)CSc2nnc(-c3ccncc3)n2C)n(-c2ccccc2)n1	-0.7%	i	1.4%	·	0.1%	2.2	52	·	-5.7%	4.9%
11	Oc1ccc(Nc2nc(-c3ccccc3O)nc3ccccc23)cc1	-3.1%	·	-30.2%	·	0.0%	32.9	87	·	4.2%	7.3%
12	Cn1c(Cc2ccccc2)n[nH]c1=S	11.9%	i	14.7%	0.5%	-0.3%	-0.6	60	0.9	-2.5%	11.5%
13	OC(COCC(F)(F)C(F)(F)C(F)(F)C(F)F)Cn1c2ccc(Cl)cc2c2cc(Cl)ccc21 (configuration not stated)	8.9%	i	-7.6%	-3.9%	-0.1%	21.9	44	1	-30.2%	5.4%
14	O=C1CCCC2=C1C(c1ccsc1)CC(=O)N2c1nnc(SCc2ccccc2)s1 (configuration not stated)	1.5%	i	-12.6%	0.0%	0.3%	·	·	1.1	-8.0%	10.8%
15	CCc1sc(C(=O)NCCCN2CCCC2=O)cc1Br	5.4%	·	-27.2%	·	0.6%	-0.8	42	·	-19.3%	15.4%
16	CCn1c(=NC(=O)c2cccc(N3C(=O)CCC3=O)c2)sc2c(OC)ccc(OC)c21	-1.5%	i	8.5%	-0.4%	-0.1%	1.5	93	1	6.9%	29.0%
17	Nc1ccc(/C=C/C(=O)c2cccs2)cc1	-3.6%	i	-0.6%	-2.4%	-0.2%	-2.0	50	0.9	-39.7%	-57.3%
18	Cc1ccc([N+](=O)[O-])cc1NC(=S)NC(=O)c1c(Cl)cnn1C	-1.7%	·	11.9%	·	0.0%	2.1	65	·	-11.8%	4.3%
19	Fc1ccc(C2CC(c3ccco3)=Nc3ccccc3S2)cc1 (configuration not stated)	-0.1%	i	-17.6%	·	0.0%	5.1	36	1.1	-34.6%	-29.6%
20	CN(CC(=O)Nc1cccnc1)S(=O)(=O)c1ccccc1	-7.7%	i	-1.8%	0.5%	-0.1%	-0.1	61	1	-3.1%	0.0%
21	CC(NC(=S)Nc1ccccc1Cl)C(c1cccs1)N1CCCC1 (configuration not stated)	1.5%	i	1.3%	9.6%	0.0%	-0.6	78	1	-19.0%	1.4%
22	COc1cc(CNCCSc2nnnn2C)cc(Br)c1OCc1ccccc1	-2.4%	i	-23.3%	-1.7%	0.6%	0.4	67	1.1	-19.7%	13.8%
23	CCCCCc1ccc(-c2cn(Cc3ccc(C(=O)c4ccccc4)cc3)nn2)cc1	-1.7%	·	-113.9%[20 µM]	·	0.6%	0.1	79	·	-39.2%	-35.0%
24	Cc1cc(C)c(C#N)c(SCC(O)CS(=O)(=O)Cc2ccccc2)n1 (configuration not stated)	4.8%	i	-66.2%	1.6%	-0.1%	0.3	49	1	-8.4%	-4.5%
25	COCCNc1nc(N)c([N+](=O)[O-])c(NCCO)n1	-0.2%	i	26.9%	-5.2%	0.0%	0.2	82	1.1	-14.4%	9.7%
26	Cn1c(CCN2CCOCC2)nc2cc(NC(=O)c3cccs3)ccc21	-5.4%	i	14.6%[20 µM]	-1.4%	0.2%	0.3	80	1.1	-20.2%	18.5%
27	O=C(COc1ccc([N+](=O)[O-])cc1)NN=C1CCCC1	-3.9%	i	-6.7%	1.2%	-0.1%	0.1	51	1.1	4.1%	11.7%
28	CCc1ccc(N=c2c([N+](=O)[O-])nn(-c3ccc4c(c3)OCCO4)n2O)cc1	-6.5%	i	0.3%	-0.8%	-0.3%	-0.1	96	1	-0.2%	-9.3%
29	O=C(NCc1nc2ccccc2[nH]1)C1=C[C@@H](C2CCCCC2)C[C@@H](OCc2ccc(CO)cc2)O1	5.5%	i	1.9%	3.6%	0.3%	14.9	51	1.2	-11.7%	16.1%
30	COc1cc(/C=N/N2CCOCC2)ccc1OCc1ccccc1	0.9%	i	7.3%	0.2%	0.2%	1.6	40	1.1	-21.4%	0.4%
31	CCOC(=O)N1CCN(CCC(=O)Nc2cccc(Br)c2)CC1	-1.4%&-4.1%	i	-18.0%&6.5%	0.6%&-1.4%	0.0%&-0.1%	0.0&-1.0	89&53	1&1.1	3.4%&-1.8%	15.0%&4.4%
32	Cc1ccc(N2CC(C(=O)Nc3c4c(nn3C(C)(C)C)CS(=O)(=O)C4)CC2=O)cc1C (configuration not stated)	4.6%	·	-23.7%	·	0.2%	-1.2	65	·	20.8%	4.2%
33	CC(=O)c1cccc(OCC(=O)c2cc(C)n(-c3cc(C)on3)c2C)c1	0.7%	i	-8.0%	-1.9%	0.2%	-0.2	88	1	31.1%	31.0%
34	N#C/C(=C(/O)COC(=O)c1ccc(C#N)cc1)c1nc2ccccc2s1	1.0%	i	0.5%	-1.2%	?	-0.3	79	1.1	-35.4%	-9.9%
35	O=C(NCCCN1CCOCC1)c1ccc(CS(=O)(=O)Cc2ccc(Cl)cc2)o1	-1.7%	i	12.1%	-1.0%	-0.1%	1.8	49	1.1	-11.0%	19.9%
36	CCOC(=O)CSc1nc2ccccc2c(=O)n1CCCCCC(=O)NCc1ccco1	-0.4%	i	-6.8%	-0.5%	0.9%	3.8	75	0.9	14.5%	6.5%
37	CN(C(=O)c1cc(COc2c(F)cccc2F)on1)C1CCOC1 (configuration not stated)	8.4%	·	-14.6%	·	0.3%	-0.9	48	·	-41.1%	-11.1%
38	CCn1c(C(C)NC(=O)c2cccc(C)c2)n[nH]c1=S (configuration not stated)	-4.3%	i	-8.0%[20 µM]	-0.8%	-0.1%	-2.1	60	1	0.4%	7.8%
39	CN1C(=O)c2cccc3c(N)ccc(c23)C1=O	-0.7%	·	-7.9%	·	0.0%	-1.1	91	·	-10.7%	-19.3%
40	O=C1CC(SC(=Nc2ccccc2)Nc2ccccc2)C(=O)N1c1ccc(Cl)cc1 (configuration not stated)	10.5%	i	-9.0%	0.6%	0.0%	4.7	48	1.1	15.2%	-8.2%
41	O=c1cc[nH]c2cc(C(F)(F)F)ccc12	9.4%	i	17.4%	-2.9%	-0.1%	1.5	46	1	-20.9%	36.7%
42	CC1CCN(c2ccc3nnc(CCC(=O)N4CCN(c5ccc(F)cc5)CC4)n3n2)CC1	-6.2%	·	-17.5%	·	-0.1%	4.5	57	·	-18.2%	22.4%
43	CCOc1ccccc1/C=N/Nc1nc2c(N)ncnc2n1[C@H]1O[C@@H](CO)[C@H](O)[C@@H]1O	8.1%	i	-3.2%	·	0.4%	-0.5	70	·	6.0%	-1.3%
44	CC(=O)N/C(=N/c1nc(C)cc(C)n1)Nc1cccc(C)c1	5.7%	·	-19.3%	·	-0.1%	0.9	43	·	-16.6%	-4.0%
45	c1ccc(C2OCC3(CO2)COC(c2ccccc2)OC3)cc1 (configuration not stated)	-3.8%	i	13.8%	1.4%	0.2%	0.4	66	1.1	7.4%	-6.8%
46	O=c1c2ccccc2nc(-c2ccc(F)cc2)n1NCc1ccccc1O	-3.6%	i	7.4%	0.0%	0.1%	0.7	93	1.1	-53.4%	10.4%
47	CCc1nc2ccccc2n1CC(O)COc1ccc(NC(C)=O)cc1 (configuration not stated)	-3.6%	i	8.3%	-2.3%	0.2%	-2.1	89	1	-8.9%	-4.8%
48	COc1cc(OC)c(C(=O)O/N=C(\N)c2cccc(C)c2)cc1OC	-5.0%	·	-15.2%	·	0.0%	0.2	53	·	1.8%	-6.8%
49	CCN1CCN(Cc2ccc(NC(=O)Nc3ccc(SC)cc3)cc2)CC1	-0.7%	i	25.2%	·	-0.1%	-0.9	64	1.1	-36.7%	1.5%
50	Cn1c(-c2ccc(F)cc2)cnc1NCc1ccccc1	-4.3%	i	28.8%	-2.7%	-0.2%	-2.7	81	1	-7.1%	-4.8%
